TGFb SMAD3 inh = TGF-b pathway inhibition; HepG2 CAGA-GFP TGF-b/SMAD3 reporter, GFP fluorescence, 18 h; TGF-beta stimulated, 500 pg/mL final; hit rate 1.2% among 410,000; Potency, µM (doses to about 46.1 µM), inactives show top-dose activity, negative = inhibition, hits mostly inhibitors; also: % is scaled to controls: 0 for no effect and ±100 for the full control effect; nearly all actives have a fitted effect of over 65% in size
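Smad-responsive CAGA-GFP expression was quantified in HEPG2 cells exposed to compounds and 500 pg/mL final TGF-beta for 18 h at 37 degrees C; unstimulated wells defined full inhibition.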
A549 tox = A549 cytotoxicity, counter-screen for Nrf2 inhibitors; A549 ARE-Fluc cells, CellTiter-Fluor viability, 18-24 h; Potency, µM (titrated, usually from 46 µM), inactives show at the top dose activity change, negative = cytotoxicity, hits mostly inhibitors; hit rate 0.16% among 390,000; also: % is scaled to controls: 0 for no effect and ±100 for the full control effect
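Cytotoxicity counterscreen: CellTiter-Fluor fluorescence was measured in A549 ARE_Fluc cells after 18-24 h of compound exposure in a concentration series. The subsequent BugLite luminescent read reports ARE-luciferase activity.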
S2 tox = viability counter-screen for ATXN expression inhibitors; hit rate 0.49% among 400,000; Potency, µM (titrated, usually from 56.7 µM), actives largely listed as cytotoxic; S2 cells (HEK-293 line with an ATXN2-luciferase reporter) viability, CellTiter-Fluor protease fluorescence, 24 h; AID 651635; also: nearly all actives have a fitted effect of over 40% in size
ATXN2 expr inh = reduces ATXN2 reporter expression in HEK-293 cells | HEK-293 ATXN2-luciferase reporter, luminescence, 24 h | Potency, µM (series often up to 57 µM), for inactives: top-dose activity change, negative = inhibition, actives largely listed as inhibitors | hit rate 0.72% among 360,000 | AID 1745845; also: % is scaled to controls: 0 for no effect and ±100 for the full control effect; nearly all actives have a fitted effect of over 55% in size
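qHTS (up to 57 uM final) was run with 24 h compound exposure of reporter cells at 37 °C. Each well was multiplexed: SteadyGlo luminescence measured ATXN2-luciferase expression after a fluorogenic Gly-Phe-AFC viability readout (25 uM final).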
Nrf2 ARE act = activates Nrf2 signaling; Potency, µM (top dose mostly 46.1 µM), inactives show at the highest dose activation, usual class: activators; hit rate 0.31% among 410,000; AREc32 ARE-luciferase reporter (MCF7-derived line), luminescence, 24 h; also: % of control where 0% means no effect; nearly all actives have a fitted effect of over 65% in size
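Luciferase luminescence (Steady-Glo, 30 min at room temperature) served as the read-out of ARE activation in AREc32 cells treated with compounds for 24 hr at 37 deg C.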
Nrf2 block = Nrf2 pathway inhibition; hit rate 2.1% among 360,000; AID 504444; A549 ARE-Fluc reporter, luciferase luminescence, 18-24 h; Potency, µM (doses to about 46 µM), for the others: at the top dose activity change, negative = inhibition, hits mostly inhibitors; also: % is scaled to controls: 0 for no effect and ±100 for the full control effect; nearly all actives have a fitted effect of over 60% in size
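A549 ARE_Fluc cells (5000/well, 5% FBS OPTI-MEM) pre-incubated 2 h, then treated with compounds 18-24 h at 37C/5% CO2 in concentration-response. CellTiter-Fluor viability read first; BugLite luciferase luminescence after 15 min at room temperature gives Nrf2 activity.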
MCF10A rerep = inducers of DNA re-replication in MCF 10A breast cells; MCF 10A DNA re-replication, Hoechst nuclear intensity, 48 h; Potency, µM (highest dose often 46.1 µM), inactives show at the top dose activity, positive = re-replication, most hits filed as activators; hit rate 2.9% among 350,000; also: % of control where 0% means no effect; nearly all actives have a fitted effect of over 50% in size
EPAC2 antagonist = antagonists of human EPAC2. Q8WZA2. EPAC2 GEF exchange of Rap1B-BODIPY-GDP, fluorescence. Potency, µM (titrated, usually from 114 µM), for the others: at the top dose activity, negative = inhibition, actives largely listed as inhibitors. hit rate 0.18% among 360,000. AID 720708; also: % is scaled to controls: 0 for no effect and ±100 for the full control effect; nearly all actives have a fitted effect of over 45% in size; many of its hits are not listed in these tables
Target sequence (Q8WZA2 whole entry, looked up): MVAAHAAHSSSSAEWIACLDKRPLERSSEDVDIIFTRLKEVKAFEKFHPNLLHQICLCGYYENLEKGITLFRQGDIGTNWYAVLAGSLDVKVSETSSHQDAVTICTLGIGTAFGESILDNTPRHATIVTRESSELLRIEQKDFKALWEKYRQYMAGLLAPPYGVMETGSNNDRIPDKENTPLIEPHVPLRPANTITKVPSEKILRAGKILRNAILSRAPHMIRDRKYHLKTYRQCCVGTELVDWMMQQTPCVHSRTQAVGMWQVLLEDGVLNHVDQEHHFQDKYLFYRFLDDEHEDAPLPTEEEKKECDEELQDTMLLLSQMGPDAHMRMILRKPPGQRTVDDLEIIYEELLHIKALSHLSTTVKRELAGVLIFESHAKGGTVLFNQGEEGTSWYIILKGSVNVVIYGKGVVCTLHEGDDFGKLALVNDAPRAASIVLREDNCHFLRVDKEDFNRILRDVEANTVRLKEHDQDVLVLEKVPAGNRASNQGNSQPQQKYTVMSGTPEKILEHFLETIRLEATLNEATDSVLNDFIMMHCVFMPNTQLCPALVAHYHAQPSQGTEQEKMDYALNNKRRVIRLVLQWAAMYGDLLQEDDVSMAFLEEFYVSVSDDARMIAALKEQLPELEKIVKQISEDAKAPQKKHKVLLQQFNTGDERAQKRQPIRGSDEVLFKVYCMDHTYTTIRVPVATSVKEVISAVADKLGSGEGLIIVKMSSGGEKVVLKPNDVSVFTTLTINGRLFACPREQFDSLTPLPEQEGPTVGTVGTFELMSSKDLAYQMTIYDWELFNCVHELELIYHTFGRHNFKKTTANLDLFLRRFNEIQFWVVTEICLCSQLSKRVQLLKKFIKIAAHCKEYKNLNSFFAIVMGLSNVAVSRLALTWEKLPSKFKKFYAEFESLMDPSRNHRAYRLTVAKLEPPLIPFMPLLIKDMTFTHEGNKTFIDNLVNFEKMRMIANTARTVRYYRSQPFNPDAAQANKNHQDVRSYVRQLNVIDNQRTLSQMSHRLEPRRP
HepG2 tox = HepG2 cytotoxicity, counter-screen for TGF-b inhibitors; HepG2 CAGA-GFP viability, ATP luminescence, 18 h; Potency, µM (top dose mostly 46.1 µM), for inactives: at the top dose activity change, negative = cytotoxicity, usual class: cytotoxic; hit rate 0.76% among 410,000; AID 588856; also: some results filed as inactive show a strong effect at the top dose
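HepG2 CAGA-GFP cells (1000/well, DMEM with 1% FBS) received compound, then TGF-beta at 500 pg/mL final, and were incubated 18 hours at 37 degrees C. Viability was read by CellTiter-Glo luminescence. Media-only wells were set as complete cell-killing and DMSO as no toxicity.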
* marks the source's active call; other numbers are inactive results; i = inactive; u = inconclusive; x = not tested or not shown; & = joins results of further samples; [ ] = dose if it differs, or a comment. Calls follow the shape of the dose curve; as a rule, active = well fitted curve in the direction sought with a large enough effect; inconclusive = small, poorly fitted or top-dose-only effect, or another doubt; inactive = no such curve, though single readings can be large; an effect the other way counts as inactive or inconclusive. Potency is read from the fitted curve at half-maximal effect.

SMILES	TGFb SMAD3 inh	A549 tox	S2 tox	ATXN2 expr inh	Nrf2 ARE act	Nrf2 block	MCF10A rerep	EPAC2 antagonist	HepG2 tox
COCCCN1C(=O)C(=O)/C(=C(/O)c2ccc(S(=O)(=O)N3CCCCC3)cc2)C1c1ccc(O)c(OC)c1 (stereo not drawn)	1%	-6%	i	-13%	-0.8%	-1%	15%	-4%	4%
O=C(Nc1cccc2c1CCCC2)c1cc(C2CCCCN2C(=O)c2cccs2)on1 (stereo not drawn)	-5%	x	i	u	-0.9%	x	x	13%	-18%
CCC12CSc3nc(Cl)ccc3N1C(=O)C(=O)N2C (stereo not drawn)	-3%	-3%	i	-24%	30%	6%	-1%	-6%	-40%
COc1ccccc1-c1ccc(=O)n(CC(=O)NC2CCc3ccccc32)n1 (stereo not drawn)	-8%	3%	i	5%	-2.5%	-14%	1%	-1%	-13%
CC(=O)OCC(=O)c1ccc2ccn(C(C)=O)c2c1	-4%	-6%	i	15%	-0.1%	u	0%	-1%	7%
COc1ccc(C(=O)NCCNc2nc3c(C)cccc3cc2C#N)cc1OC	-2%	8%	x	-28%	3.6%	u	0.58µM*	u	-22%
CC(=O)N(c1cccc(Cl)c1)c1nc(C)cc(C)c1C#N	-9%	-19%	i	x	0.5%	-3%	0%	-3%	4%
Cc1cc(CN2CCN(CC(=O)Nc3cc(C(F)(F)F)ccc3-n3cncn3)CC2)no1	10%	-3%	i	-8%	0.1%	-13%	-3%	-4%	3%
CCOc1ccc(Oc2nc(NCC(C)C)nc(NC(C)(C)C)n2)nn1	0%	1%	x	x	16%	-17%	x	x	-30%
O=C1[C@@H]2CSC(c3ccc(Cl)cc3)N2C(=O)N1c1ccccc1 (stereo partly drawn)	-25%	0%	i	-2%	0.4%	10%	x	x	-1%
O=C(NCc1cccnc1)c1sc2cc(Cl)ccc2c1Cl	6%	-7%	i	0%	0.1%	u	0%	-2%	-6%
CN(CCNC(=O)c1cn(C)c2ccc(S(=O)(=O)N3CCCC3)cc2c1=O)CCc1ccccc1	-2%	-4%	i	-23%	-0.1%	-3%	-1%	2%	-10%
Cc1ccccc1NC(=O)CCNS(=O)(=O)c1cccc2nsnc12	-3%	4%	i	-14%	2.0%	-9%	-1%	8%	0%
CN(C)S(=O)(=O)c1ccc(C(=O)OCc2ccc(C#N)cc2)cc1	0%	2%	i	0%	-0.7%	-6%	1%	1%	-4%
COc1ccc(CCN2C(=O)CN(C3CCC(C)CC3)C(=O)C2c2ccc(OC(C)C)c(OC)c2)cc1OC (stereo not drawn)	0%	-1%	x	x	4.7%	x	x	x	-24%

Looked up above.
Cc1ccccc1NC(=O)CCNS(=O)(=O)c1cccc2nsnc12 | MCF10A rerep: -1%
COc1ccccc1-c1ccc(=O)n(CC(=O)NC2CCc3ccccc32)n1 (stereo not drawn) | Nrf2 ARE act: -2.5%
CC(=O)OCC(=O)c1ccc2ccn(C(C)=O)c2c1 | HepG2 tox: 7%

The list continues:
SMILES	TGFb SMAD3 inh	A549 tox	S2 tox	ATXN2 expr inh	Nrf2 ARE act	Nrf2 block	MCF10A rerep	EPAC2 antagonist	HepG2 tox
CCCCCCn1c(N2CCN(c3cccc(Cl)c3)CC2)nc2c1c(=O)[nH]c(=O)n2C	-13%	u	i	-15%	0.0%	u	u	-2%	-5%
CCOC(=O)C1CCCN(S(=O)(=O)c2ccc(S(=O)(=O)N3CCCC3)cc2)C1 (stereo not drawn)	8%	-15%	i	-5%	-0.6%	8.2µM*	5%	-10%	2%
Cc1ccc(N(CC(=O)N2CCCCCC2)S(C)(=O)=O)c(C)c1	-4%	x	i	x	-1.0%	x	x	0%	-12%
Cc1cccc(OC(C)C(=O)Nc2cc(S(=O)(=O)N3CCCCC3)ccc2C)c1 (stereo not drawn)	4%	-2%	i	-3%	-0.5%	u	u	-9%	-21%
COc1ccc(-n2c(SCC(=O)Nc3nc(C)cs3)nnc2-c2ccoc2C)cc1	-12%	-5%	i	-7%	0.5%	u	u	0%	5%
Cc1cc(C)c2nc(N3CCCC(C(=O)NCc4cccc(Br)c4)C3)sc2c1 (stereo not drawn)	3%	1%	x	x	0.3%	u	x	x	8%
O=S(=O)(c1ccccc1C(F)(F)F)N1C=CC(C(F)(F)F)=NCC1	49%[activator]	14%	i	x	-0.3%	10%	6%	1%	47%
CN(C)S(=O)(=O)c1cccc(C(=O)OCC(=O)c2c(N)n(C)c(=O)n(C)c2=O)c1	-2%	7%	i	2%	2.0%	-13%	3%	-2%	-13%
CC1Cc2ccccc2N1C(=O)/C=C/c1cccc(F)c1 (stereo not drawn)	5%	9%	i	76%[activator]	u	u	-10%	1%	6%
Cc1ccccc1S(=O)(=O)Cc1ccc(C(=O)NC(C)c2ccccc2)o1 (stereo not drawn)	-2%	25%	i	-8%	-0.6%	3%	5%	-7%	-5%
CC1CN(C)C(C)CC1NCc1ccc2c(c1)OCO2 (stereo not drawn)	1%	17%	i	-5%	0.1%	13%	2%	20%	-12%
Cc1ccc(C(=O)ONc2ccc(N=NC(=O)c3ccccc3O)cc2)cc1	-12%	1%	i	17%	3.1%	-25%	9%	u	-39%
CCn1c(SC)nnc1C1CCCN(CC(=O)Nc2ccccc2N2CCOCC2)C1 (stereo not drawn)	-23%	0%	i	-15%	-0.3%	-6%	-4%	-3%	-31%
CCOC(=O)c1ccc(NC(=S)NCCCN2CCCCC2)cc1	11%	-3%	i	-6%	-0.1%	8%	-2%	6%	0%
CCOc1ccc(CCNC(=O)CN2CCN(Cc3ccccc3F)C2=O)cc1OCC	-5%	20%	i	81%[activator]	-0.3%	5%	4%	-14%	-18%

Ordered by count of non-hydrogen atoms (highest first): some entries from above.
SMILES	TGFb SMAD3 inh	A549 tox	S2 tox	ATXN2 expr inh	Nrf2 ARE act	Nrf2 block	MCF10A rerep	EPAC2 antagonist	HepG2 tox
CCOc1ccc(CCNC(=O)CN2CCN(Cc3ccccc3F)C2=O)cc1OCC	-5%	20%	i	81%[activator]	-0.3%	5%	4%	-14%	-18%
CCOC(=O)C1CCCN(S(=O)(=O)c2ccc(S(=O)(=O)N3CCCC3)cc2)C1 (stereo not drawn)	8%	-15%	i	-5%	-0.6%	8.2µM*	5%	-10%	2%
CC1Cc2ccccc2N1C(=O)/C=C/c1cccc(F)c1 (stereo not drawn)	5%	9%	i	76%[activator]	u	u	-10%	1%	6%

(next part)
SMILES	TGFb SMAD3 inh	A549 tox	S2 tox	ATXN2 expr inh	Nrf2 ARE act	Nrf2 block	MCF10A rerep	EPAC2 antagonist	HepG2 tox
CC(C)Sc1ncc(Cl)c(C(=O)Nc2nnc(C(C)C)s2)n1	-8%	-3%	i	-1%	u	-7%	x	x	-2%
O=S1(=O)CCC(n2nccc2-c2ccccc2)C1 (stereo not drawn)	0%	0%	i	2%	-0.6%	2%	0%	2%	14%
CCOc1ccc(NC(=O)CSc2nc(O)c(C)c(=O)n2-c2ccc(F)cc2)cc1	-12%	-4%	u	-17%	2.8%	-1%	-10%	-1%	-10%
CCOC1(/N=C(\C)NS(=O)(=O)c2ccc(Cl)cc2)C(C)=CC(=O)C=C1C	1%	2%	i	-2%	2.0%	8%	0%	-5%	8%
N#Cc1cccc2c1-c1ccccc1/C2=N/NC(N)=S	5µM*	u	u	-37%	0.0%	u	u	17%	7.1µM*
Cc1csc(NC(=O)CCn2c(=O)oc3ccc(Cl)cc32)n1	10%	-8%	i	11%	-0.4%	-8%	-2%	-10%	2%
CCOc1ccc(NC(=O)Cn2nnc(-c3ccccc3F)n2)cc1	-8%	-3%	i	-5%	2.8%	-18%	1%	10%	-11%
Brc1cccc(CN2CCCCCCC2)c1	8%	9%	i	-17%	-0.7%	8%	-3%	5%	-14%
COCCn1cnc2c(c1=O)c1nc3ccccc3nc1n2/N=C/c1cccc(OC)c1	0%	u	u	u	-0.5%	u	u	-12%	-42%
COc1ccc(S(=O)(=O)N2CCOCC2)cc1NC(=O)COC(=O)CCS(=O)(=O)c1ccc(C)cc1	0%	-1%	i	10%	-1.0%	11%	-5%	5%	-3%
O=c1[nH]c(C2CCN(S(=O)(=O)c3ccccc3F)CC2)nc2c1nnn2Cc1ccc(F)cc1	-4%	-15%	i	-13%	-0.3%	u	10%	-21%	1%
COc1ccc(C2C(=O)N(C3CCCCC3)CC(=O)N2C2CCCCC2)cc1 (stereo not drawn)	-18%&0%	1%&-9%	i	-19%	0.3%&-0.2%	-17%	20%	11%	-5%&-2%
NC(=O)CCS(=O)(=O)CCN1CCCCC1	8%	-4%	i	-5%	0.1%	-6%	-1%	0%	1%
CC(C)c1ccc(Nc2ncnc3c2nc2n3CCCC2)cc1	-34%	-2%	x	x	-0.1%	-8%	x	x	-36%
Cc1cc(N2CCCC2)nc2c(C)cccc12	-5%	8%	i	-16%	2.6%	2%	u	-14%	-33%
CCc1ccc2oc(C(=O)NC3CCS(=O)(=O)C3)cc(=O)c2c1 (stereo not drawn)	-7%	0%	i	1%	0.0%	-29%	0%	3%	-20%
O=C(O)c1ccccc1C(c1ccccc1)c1ccccc1O (stereo not drawn)	-3%	-2%	i	1%	3.0%	-7%	0%	-19%	4%
COc1cccc(CNc2nnnn2C)c1	1%	6%	i	-16%	0.0%	11%	7%	-5%	5%
CO/N=C(\Cn1ncc(N2CCCC2)c(Br)c1=O)c1ccc(Cl)cc1	-3%	-2%	i	-12%	0.3%	-2%	9%	-17%	-16%
CC(Oc1ccccc1F)C(=O)/C=C/N(C)C (stereo not drawn)	0%	13%	i	12%	-0.1%	x	-31%[inhibitor]	-10%	-20%
Cc1nn(Cc2cccc(C(=O)NN)c2)c(C)c1Cl	-4%	-1%	i	0%	1.9%	-31%	2%	-1%	0%
O=C1CCCC(=O)C1C1c2ccccc2CCN1C(=O)CCl (stereo not drawn)	-15%	0%	i	2%	0.0%	u	0%	-2%	23%
O=C(NCCc1ccccc1)C1CC(=O)N(c2ccc3c(c2)OCCO3)C1 (stereo not drawn)	9%	-1%	i	3%	-0.9%	5%	-3%	13%	-25%
O=C(Nc1ccccc1F)Nc1cccc2ccc(O)cc12	u	-5%	i	x	u	17%	3%	5%	-17%
COCCCNc1nc(=S)[nH]c2cc(OC)c(OC)cc12	-15%	8%	i	0%	-1.0%	22%	-4%	-2%	-1%
CC1CCN(C(CNS(=O)(=O)c2ccccc2)c2ccccc2)CC1 (stereo not drawn)	-8%	15%	u	-25%	0.4%	2%	1%	-10%	-21%

Some of the compounds tested, so the mix of outcomes need not match the whole.
